E-selectin induc = induces E-selectin expression in human endothelial cells; HUVEC E-selectin immunofluorescence imaging; normalized: neutral wells 0, TNF-alpha wells 100; activation, % at 7.58 µM; actives 0.37% (n = 260,000); AID 686992;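 active = mean E-selectin-positive cell signal at least 10% of the positive control, reached in at least 60% of replicates, without over 20% cell loss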;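 also: in these data hits start at about 27%; measured in HUVEC primary endothelial cells; signal is the percent of cells scored E-selectin positive by PE staining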
Target sequence (P16581 whole entry, looked up): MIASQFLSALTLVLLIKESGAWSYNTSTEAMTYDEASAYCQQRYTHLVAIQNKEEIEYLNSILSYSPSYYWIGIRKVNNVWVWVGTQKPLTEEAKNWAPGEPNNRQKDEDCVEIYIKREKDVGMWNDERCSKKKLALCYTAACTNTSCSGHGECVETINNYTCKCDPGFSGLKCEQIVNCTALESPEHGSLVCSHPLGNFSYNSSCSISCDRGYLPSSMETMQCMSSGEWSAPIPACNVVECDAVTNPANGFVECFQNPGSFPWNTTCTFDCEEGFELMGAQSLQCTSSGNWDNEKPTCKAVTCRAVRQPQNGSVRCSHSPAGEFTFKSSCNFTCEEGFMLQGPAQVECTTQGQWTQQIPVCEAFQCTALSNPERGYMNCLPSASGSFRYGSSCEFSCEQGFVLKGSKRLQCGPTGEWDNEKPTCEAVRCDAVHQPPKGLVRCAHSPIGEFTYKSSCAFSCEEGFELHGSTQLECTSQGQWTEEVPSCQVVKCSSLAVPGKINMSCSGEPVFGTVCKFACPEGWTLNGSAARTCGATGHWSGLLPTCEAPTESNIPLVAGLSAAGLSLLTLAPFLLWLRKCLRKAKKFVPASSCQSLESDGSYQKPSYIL
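Read-out: % PE-positive cells | Test system: HUVEC | Doses: One compound dose added by pin transfer | Buffer or medium: EGM-2 over gelatin coat | Signal: Immunofluorescence imaging | Benchmarks: TNF-alpha, DMSO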
RAD54 branch = inhibitors of human RAD54 branch migration; Q92698; RAD54 Holliday junction branch migration, FAM/BHQ fluorescence; inhibition, % at 10.4 µM; actives 0.14% (n = 360,000);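 active = mean normalized replicate activity at least 40 and at least half of replicates scoring 40 or more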;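 also: 0% = median of neutral control wells and 100% = median of positive control wells; inhibitors cause a drop in the FAM fluorescence signal; in these data hits start at about 50%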
RAD52 anneal inh = blocks human RAD52 DNA annealing. P43351. recombinant RAD52 DNA annealing, FRET fluorescence. inhibition, % at 18.7 µM. actives 0.46% (n = 360,000);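 active = every replicate showing at least 50% inhibition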
Target sequence (P43351 whole entry, looked up): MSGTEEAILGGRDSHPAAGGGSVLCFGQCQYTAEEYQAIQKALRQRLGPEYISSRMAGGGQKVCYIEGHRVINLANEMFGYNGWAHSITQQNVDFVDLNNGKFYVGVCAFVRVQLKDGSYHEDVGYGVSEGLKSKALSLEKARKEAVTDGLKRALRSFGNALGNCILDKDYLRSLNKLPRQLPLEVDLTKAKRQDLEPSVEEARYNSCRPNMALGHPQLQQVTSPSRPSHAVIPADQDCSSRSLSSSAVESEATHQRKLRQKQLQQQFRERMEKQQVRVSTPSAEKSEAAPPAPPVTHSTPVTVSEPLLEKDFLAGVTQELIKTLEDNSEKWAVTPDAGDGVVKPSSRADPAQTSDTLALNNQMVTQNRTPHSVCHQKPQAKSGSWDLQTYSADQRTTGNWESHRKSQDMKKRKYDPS
ERp5 inh = ERp5 (human) disulfide isomerase inhibition; ERp5 insulin aggregation, absorbance 650 nm, 90 min; inhibition, % at 9.99 µM; actives 0.05% (n = 350,000);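 active = mean replicate inhibition above about 25%, with every replicate also reaching it, limit read from the data, passing the limit was not always enough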
esBAF inh = inhibitors of esBAF chromatin remodeling in mouse ES cells. actives 2% (n = 350,000). Bmi1-luciferase knock-in reporter, 24 h; 100% = twice the neutral-well signal. reporter increase, % at 12.5 µM; in the data active = activation above about 40%;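 also: 0% = median of the plate's neutral control wells and 100% = double that signal; a rise in the Bmi1 reporter signal indicates esBAF inhibition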
PglD DTNB = PglD (C. jejuni) enzyme inhibition. actives 0.098% (n = 360,000). AID 602405. inhibition, % at 12.5 µM. purified PglD enzyme, DTNB colorimetric CoA detection; in the data active = inhibition above about 16%, passing the limit was not always enough; also: strong numbers were not always called active
CASP6 VEID inh = blocks human caspase-6 cleavage activity; P55212; purified caspase-6, Z-VEID-R110 cleavage fluorescence; inhibition, % at 12.5 µM; actives 0.53% (n = 350,000);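 active = mean inhibition across replicates at least about 35%, with every replicate also reaching that limit, limit read from the data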;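 also: 0% = median of neutral control wells and 100% = no fluorescence left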
ARNT-TACC3 inh = disrupts binding between human ARNT and TACC3. inhibition, % at 9.99 µM. AlphaScreen His-ARNT PAS-B/GST-TACC3 binding, luminescence; TACC3 fragment carries E629A point mutation. actives 0.66% (n = 390,000);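 active = mean inhibition of replicates at least 50% and at least half of replicates each reaching 50%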;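 also: 0% = complete ARNT plus TACC3 wells and 100% = ARNT alone without TACC3; many hits fall short of the cut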
* marks the source's active call; other numbers are inactive results; · = not tested or not shown; & = joins results of further samples. Hits appear at their usual frequency; about 3.2% have a hit in one of these screens.

SMILES	E-selectin induc	RAD54 branch	RAD52 anneal inh	ERp5 inh	esBAF inh	PglD DTNB	CASP6 VEID inh	ARNT-TACC3 inh
COc1cccc(-c2ccccc2[C@H]2[C@@H](CO)N(C(=O)Cc3ccccc3)[C@H]2C#N)c1	0.1	·	-0.3	-5.3	·	·	-0.8	·
CCSc1nc(C)nc2c1oc1ccccc12	·	2.8	·	·	6.1	-2.6	·	-4.6
O=c1cnnc(Nc2ccc(Cl)c(C(F)(F)F)c2)[nH]1	·	·	-17.9	1.9	·	·	1.9	-4.3
Cc1ccc(S(=O)(=O)N(C#N)c2nc(C)cc(C)n2)cc1	·	-5.1	·	·	-6.5	-0.1	·	-11.9
C[C@@H]1CCCCO[C@@H](CN(C)Cc2ccc(Cl)c(Cl)c2)[C@H](C)CN([C@H](C)CO)C(=O)c2cc(NC(=O)Nc3ccc4c(c3)OCO4)ccc2O1	0.9	11.6	5.9	-1.2	-7.7	0.3	-0.6	3.5
COc1ccc(CC(=O)NCc2ccccc2Cl)cc1S(=O)(=O)N1CCOCC1	·	-2.7	·	·	-0.1	4.2	·	-0.1
Nc1ccc(N=Nc2ccccc2O)c(N)c1	0.3	-2.5	-9.4	-2.3	·	3.9	0.4	·
CCC(c1nnnn1-c1ccc2c(c1)OCCO2)N1CCN(C(=O)C2CCCO2)CC1 (stereo unspecified)	-0.1	·	-9.3	0.6	·	·	-3.0	·
Cc1sc2nc(CSCC(=O)N(C)CC(=O)Nc3ccc(F)cc3)[nH]c(=O)c2c1C	·	-10.2	-81.9	7.4	·	-5.5	0.7	11.3
Nc1nc(Cl)cc(N2CCC(c3cc(-c4ccc(Cl)cc4)n[nH]3)CC2)n1	·	3.1	-15.6	4.0	-0.2	-0.2	0.4	4.2
Cc1sc(NC(=S)Nc2ccc(F)cc2)c(C(N)=O)c1C	·	·	-10.7	4.4	·	·	2.6	1.1
Cc1ccc(-c2ccc([C@H]3[C@@H](CO)N4CCCCN(S(=O)(=O)c5ccccc5C)C[C@H]34)cc2)cc1	-0.3	8.0	-17.6	-3.7	-1.2	-3.7	-1.5	2.5
O=C(OCc1nnc(-c2ccccc2)o1)c1cc(S(=O)(=O)N2CCOCC2)ccc1F	·	6.0	-23.3	-4.3	3.8	-2.7	6.7	6.8
COc1ccc(C(C(=O)NC2CCCC2)N(C(=O)c2ccco2)c2ccccc2OC)cc1 (stereo unspecified)	0.2	-11.3	0.4	2.3	-1.9	18.1	3.5	-2.0
O=C(N[C@@H]1CC[C@H](CC(=O)N2CCCCC2)O[C@H]1CO)c1cccc(F)c1	0.0	-1.3	-8.6	6.4	-1.7	2.0	-4.6	-3.9

3 entries from above in a different format.
SMILES,E-selectin induc,RAD54 branch,RAD52 anneal inh,ERp5 inh,esBAF inh,PglD DTNB,CASP6 VEID inh,ARNT-TACC3 inh
Cc1ccc(S(=O)(=O)N(C#N)c2nc(C)cc(C)n2)cc1,·,-5.1,·,·,-6.5,-0.1,·,-11.9
Nc1ccc(N=Nc2ccccc2O)c(N)c1,0.3,-2.5,-9.4,-2.3,·,3.9,0.4,·
C[C@@H]1CCCCO[C@@H](CN(C)Cc2ccc(Cl)c(Cl)c2)[C@H](C)CN([C@H](C)CO)C(=O)c2cc(NC(=O)Nc3ccc4c(c3)OCO4)ccc2O1,0.9,11.6,5.9,-1.2,-7.7,0.3,-0.6,3.5

(cont.)
SMILES	E-selectin induc	RAD54 branch	RAD52 anneal inh	ERp5 inh	esBAF inh	PglD DTNB	CASP6 VEID inh	ARNT-TACC3 inh
COC(=O)c1ccc(-c2nc(O)c(C)s2)cc1	·	-6.2	-4.0	-0.2	·	0.8	10.0	35.2
O=C(c1ccncc1)N1CCN(S(=O)(=O)c2cccc(Cl)c2)CC1	0.7	4.4	4.2	-6.1	-0.1	-1.4	3.1	-2.0
Nc1nc(Nc2ccccc2)nc2c1ncn2[C@@H]1O[C@H](CO)[C@@H](O)[C@H]1O	-1.8	9.2	4.2	-4.7	2.2	-5.3	-2.3	0.7
CC(C)(C)c1csc(Sc2ncccc2[N+](=O)[O-])n1	-0.9	0.3	-11.8	5.7	·	-0.8	0.5	-5.1
Cc1noc(NS(=O)(=O)c2ccc(NC(=O)c3oc4ccc(Cl)cc4c3C)cc2)c1C	·	-16.2	-8.9	0.5	-1.0	1.6	0.1	6.2
N#C/C(=C\c1cccn1S(=O)(=O)c1cccc(C#N)c1)S(=O)(=O)c1ccc(F)cc1	4.4	15.8	-37.3	-3.2	-4.1	-3.4	-2.1	·
CO[C@H]1CN(C)C(=O)c2cc(NC(=O)c3ccc4c(c3)OCO4)ccc2OC[C@H](C)N(CC2CC2)C[C@@H]1C	-0.1	-4.3	-1.3	3.4	1.2	-0.2	1.7	-4.0
COC(=O)c1ccc(C2CC(=O)NC3=C2C(=O)CCC3)cc1 (stereo unspecified)	·	5.2	·	·	-3.6	-17.4	·	-5.7
O=C1NC(Cc2ccccc2)c2nc3cc(F)ccc3c(=O)n2-c2cc(Cl)ccc21 (stereo unspecified)	-0.4	·	-2.7	4.2	·	·	-3.7	·
N#Cc1ccc(C(=O)Nc2nc(-c3cccs3)c(C(=O)C(F)(F)F)s2)cc1	-0.2	1.4	-65.9	-1.5	-38.8	-1.7	-1.0	-4.6
CC1(C)CC(=O)C=C(NNC(=O)c2cccnc2)C1	·	-21.6	-20.1	7.4	·	0.1	-3.0	·
Cc1noc(C)c1NC(=O)NCC[C@H]1CC[C@H](NC(=O)Nc2cccc(F)c2)[C@H](CO)O1	0.0	0.1	16.2	1.2	5.6	-4.1	-12.3	5.5
Cc1noc(C)c1NC(=O)Nc1ccc2c(c1)C(=O)N([C@H](C)CO)C[C@@H](C)[C@H](CN(C)S(=O)(=O)c1cn(C)cn1)OCCCC[C@@H](C)O2	0.3	3.0	-5.6	-4.2	0.4	1.2	-3.1	-5.8
Cc1noc(C)c1S(=O)(=O)Nc1ccc2c(c1)CC(=O)N([C@H](C)CO)C[C@@H](C)[C@@H](CN(C)Cc1ccc(C(F)(F)F)cc1)O2	4.6	3.1	15.2	3.5	3.1	2.9	-1.2	3.9
Cc1ccc(S(=O)(=O)Nc2ccc3ccccc3c2)cc1	-0.2	-15.0	-1.8	-1.0	7.6	-0.7	0.3	-9.4
O=C(NNc1nc2c(F)cccc2s1)c1cc(=O)c2ccccc2o1	0.4	0.9	-27.4	-7.6	3.4	-4.7	0.3	-2.0
Cc1cc(C(=O)NNC(=O)CCN2CCN(c3ccccc3)CC2)c2ccccc2n1	·	2.8	-1.1	2.3	-0.5	-6.0	17.1	-3.6
C[C@@H]1CCCCO[C@@H](CN(C)Cc2ccc(Cl)c(Cl)c2)[C@H](C)CN([C@@H](C)CO)C(=O)c2cc(NC(=O)Nc3cccc4ccccc34)ccc2O1	0.4	1.2	-11.6	-6.7	-8.8	2.7	-2.3	-0.8
COc1ccc(CNC(=O)CN2C(=O)COc3ccc(S(=O)(=O)N4CCOCC4)cc32)cc1	·	-1.1	-7.0	1.5	8.7	1.8	0.9	2.5
CC(=O)c1ccc(S(=O)(=O)N2CCc3ccccc3C2)cc1	·	-3.9	-4.8	1.5	-1.3	-9.2	-0.2	-1.9
Cc1ccc(Cl)cc1NC(=O)c1ocnc1C	·	5.7	·	·	-2.6	-0.5	·	9.0
CCOc1cc(C(=O)Nc2ccc(S(=O)(=O)N3CCCCC3)cc2)ccc1OCC(=O)N1CCOCC1	0.0	4.1	-13.3	-1.5	9.6	-0.3	-2.5	-18.5
C[C@@H]1CN([C@@H](C)CO)C(=O)Cc2cc(NC(=O)Nc3ccc(F)cc3)ccc2O[C@@H]1CN(C)C(=O)NC1CCCCC1	-0.1	-15.6	-3.0	-1.7	1.7	0.5	-2.1	0.8
O=[N+]([O-])C1=CC=C2C(=NC3(CCCCC3)N2O)C1=NC1CCCCC1	·	·	-0.3	-1.4	-3.5	·	0.8	10.3
COc1ccc(C(=O)NNC(=O)c2ccc3ccccc3c2O)cc1	·	-5.1	-5.7	0.0	5.9	-3.7	0.0	-12.4
O=C(Cc1ccccc1)O/N=C1\CCCc2ccccc21	·	·	3.0	-6.5	·	·	-2.9	2.7
Cc1ccc(S(=O)(=O)N2C(c3ccccc3)CC(=O)C3CN(S(=O)(=O)c4ccc(Cl)cc4)C(c4ccccc4)CC32)cc1 (stereo unspecified)	2.8	·	2.7	-5.5	·	·	-0.5	·
C[C@@H]1CN([C@@H](C)CO)C(=O)CCCn2nncc2CO[C@H]1CN(C)C(=O)Nc1ccc2c(c1)OCO2	0.0&0.1	-16.9&-3.2&8.4	-9.5&-0.2&2.6	0.4&-0.2&-4.7	-4.0&4.4&3.3	-3.0&3.8&-2.9	1.1&2.6&2.8	-10.0&6.0
CCOP(=O)(c1ccc(N(C)C)cc1)C(O)c1ccccc1F (stereo unspecified)	0.0	-6.2	-7.8	3.7	0.6	-1.6	-0.3	6.6
N#C[C@H]1[C@@H](c2ccc(C#CC3CCCCC3)cc2)[C@@H](CO)N1C(=O)Cc1ccccn1	·	-15.2	-117.1	-0.3	3.5	-4.1	-4.1	24.0
O=C(NC1CC1)C1=C[C@H](c2ccc(C(F)(F)F)cc2)C[C@H](OCc2ccc(CO)cc2)O1	0.3	6.5	-145.0	3.0	3.9	-0.2	-1.1	-0.7
O=C(O)C[C@H]1C[C@@H]2c3cc(NC(=O)Nc4ccc(F)cc4)ccc3O[C@@H]2[C@H](CO)O1	0.6	8.4	-5.7	-8.1	2.1	-0.2	1.2	-3.0
COc1ccc(S(=O)(=O)N2CCOCC2)cc1NC(=O)COC(=O)C1=COCCO1	0.0	·	1.9	-0.1	0.0	·	5.9	5.8
CCc1ccc(C2=NN(C(=O)CCC(=O)O)C(c3cccs3)C2)cc1 (stereo unspecified)	·	-7.0	-16.4	-3.7	9.5	4.5	5.0	8.3
CCN(CC)c1ccc(S(=O)(=O)N2CCOCC2)cc1NC(=O)CSc1ccccc1	2.8	-6.9	3.8	14.8	-9.9	5.4	22.1	5.5
O=C(N/N=C/c1ccc(O)cc1)c1ccncc1	-0.2	-1.4	-9.4	0.7	0.2	-4.7	-1.9	-5.4
CCCCC(=O)N1CCN(c2nc3ccc(Br)cc3s2)CC1	·	-3.5	-5.2	4.0	34.7	-0.9	-0.7	0.0
C[C@@H]1CN([C@@H](C)CO)C(=O)Cc2cc(NC(=O)CCN3CCOCC3)ccc2O[C@@H]1CN(C)Cc1ccc(C(F)(F)F)cc1	·	-4.7	-1.0	-3.7	-1.6	0.8	0.2	-3.4
CSc1sc(-c2ccnc(SCCS(C)(=O)=O)n2)c(-c2ccccc2)c1C#N	-0.5	·	-11.0	2.0	·	·	0.0	-1.4
COc1ccccc1S(=O)(=O)N(C)C[C@@H]1OCc2cnnn2CCCC(=O)N([C@H](C)CO)C[C@@H]1C	0.0&-0.1	-16.1&-6.5	-2.2&21.9	-2.7&4.0	-3.8&0.0&-1.0	-3.9&2.1	-4.5&0.2	3.8
CCOc1ccc(NC(=O)C2CCN(C(=O)NCc3ccccc3)CC2)cc1	·	3.5	·	·	6.0	-2.7	·	-8.7
CN(C(=O)COC(=O)c1ccccc1Nc1ccccc1)c1c(N)n(Cc2ccccc2)c(=O)[nH]c1=O	1.1	2.4	-11.2	-3.1	0.5	0.8	4.7	-4.9
CC(C(=O)N1CCC(C(N)=O)CC1)N(c1ccc(Oc2ccccc2)cc1)S(C)(=O)=O (stereo unspecified)	·	-8.2	·	·	10.5	3.0	·	-2.3
CCN(CC)S(=O)(=O)c1cccc(C(=O)Nc2ccccc2C(=O)N2CCOCC2)c1	·	4.4	-11.0	-2.7	2.3	2.3	0.2	1.7
COc1ccc(S(=O)(=O)N[C@@H]2C=C[C@H](CC(=O)N3CCC(Cc4ccccc4)CC3)O[C@H]2CO)cc1	0.1	0.3	-38.3	-3.6	9.0	1.6	-1.8	·
CCNC(=O)[C@H]1[C@H](CO)[C@H]2Cn3c(ccc(-c4ccccc4)c3=O)[C@H]2N1CC1CC1	-0.2	-28.6	-6.5	6.2	5.1	-0.8	-2.9	-10.5

Source: PubChem BioAssay
